Screens (PubChem)
MRP reversal: MRP-mediated drug resistance reversal | H69AR cells + 2 uM doxorubicin, CellTiter-Glo, 72 h | differential viability (reversal), % at 10 µM | actives 0.04% (n = 85,000) | AID 602;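 active = viability drop by adding the cancer drug above about 55%, with treated viability meeting a 40% cutoff, limit read from the data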;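 note: viability without doxorubicin minus viability with 2 µM doxorubicin for each compound; larger differential means the compound sensitizes cells more to doxorubicin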
NFkB transloc inh: blocks IL-1B driven NFkB nuclear translocation in HUVEC cells | HUVEC IL-1B NFkB p65 nuclear translocation imaging | inhibition, % at 2 µM | actives 0.43% (n = 94,000);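 active = inhibition above about 30% together with a positive call from visual inspection of the well image, limit read from the data; inconclusive = inhibition above a set limit but visual check negative; inactive = inhibition not above a set limit, visual check negative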;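 note: nuclear over cytoplasmic p65 intensity ratio measured by imaging; 0% = IL-1B stimulated DMSO wells and 100% = unstimulated DMSO wells; values of inactives mirror those of a sister screen read the other way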
PLAP inhibition: PLAP enzyme inhibitors, biochemical, luminescence, HTS (AID 690); one-dose inhibition, % at 20 µM; IC50 in µM for titrated hits; purified PLAP, luminescent substrate; higher % means a stronger effect; actives 0.08% (n = 96,000); in the data active = a potency from the dose series; inactive = the rest, 99 in 100 with inhibition below about 30%; note: strong numbers were not always called active
IL1B NFkB pot: enhances IL-1B driven NFkB nuclear translocation | HUVEC IL-1B NFkB p65 nuclear translocation imaging | activation, % at 2 µM | actives 0.3% (n = 94,000) | AID 819;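 active = activation above 40%, about the mean plus 3 SD, also judged a hit on visual image review; inconclusive = activation above 40% but not a hit on visual review; inactive = activation not above 40% and no visual hit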;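 note: percent activation is computed from the nuclear over cytoplasmic p65 intensity ratio; values of inactives mirror those of a sister screen read the other way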
Bcl-B TR3 displacers: displacers of TR3 peptide from Bcl-B, primary screen, selectivity assay for Bfl-1 inhibitor project, biochemical, fluorescence polarization | FP displacement of FITC-TR3 peptide from Bcl-B; higher % means a stronger effect | actives 0.11% (n = 96,000) | displacement, % at 20 µM; hits with a dose series show IC50 in µM | AID 748;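 active = displacement above 50% at 20 µM plus a fluorescence interference ratio under 1.5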;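 note: plate controls were wells without compound for no effect and wells lacking Bcl-B protein for full effect; a part of the inactive calls stands beside numbers as strong as those of hits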
MRP reversal cytotoxicity: recorded beside MRP reversal, whose call it bears; viability, %; H69AR cells, CellTiter-Glo, 72 h; measured here: cytotoxicity without doxorubicin
MRP reversal with doxorubicin: second read-out of MRP reversal, no call of its own (marks repeat the call); viability, %; measured here: viability with 2 uM doxorubicin; stronger effect = lower value
NFkB transloc inh cell count 2 µM: second read-out of NFkB transloc inh, no call of its own (marks repeat the call); cell count; measured here: cells passing quality filter;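 raw number of nuclei counted in each imaged well without normalization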
IL1B NFkB pot cell count 2 µM: recorded beside IL1B NFkB pot, whose call it bears; cell count; measured here: cells passing quality filter
* = called active by the depositor; ? = inconclusive; . = no result given. These rows are one share of the data (hit frequency here may not be typical).

SMILES | MRP reversal | MRP reversal cytotoxicity | MRP reversal with doxorubicin | NFkB transloc inh | NFkB transloc inh cell count 2 µM | PLAP inhibition | IL1B NFkB pot | IL1B NFkB pot cell count 2 µM | Bcl-B TR3 displacers
CC(=O)N(c1ccc(Br)cc1)C1C=CS(=O)(=O)C1 (configuration not stated) | 3 | 98 | 95 | 3 | 63 | 9% | -3 | 63 | 2%
O=C1c2ccccc2C(=O)N1CC(O)Cn1nnc2ccccc21 (configuration not stated) | -7 | 93 | 100 | -10 | 173 | -4% | 10 | 173 | 0%
CC(C)(C)n1nnnc1C(c1cccs1)N1CCN(c2ccccc2)CC1 (configuration not stated) | 2 | 81 | 79 | -10 | 160 | -5% | 10 | 160 | 4%
COC(=O)c1ccccc1NC(=O)CSc1ccccc1 | 17 | 98 | 81 | . | . | 30% | . | . | 6%
CC12CN3CC(C)(CN(C1)C3c1ccc(Cl)cc1Cl)C2O (configuration not stated) | -11 | 84 | 95 | -18 | 175 | 4% | 18 | 175 | -4%
O=C1Nc2ccc(F)cc2C12Nc1ccccc1-c1nnc(SCc3ccccc3Cl)nc1O2 (configuration not stated) | . | . | . | 9 | 80 | 4% | -9 | 80 | -20%
COc1ccc(C(CC(=O)O)NC(=O)COc2ccccc2)cc1 (configuration not stated) | . | . | . | -9 | 106 | . | 9 | 106 | .
CCOc1ccc(NC(=O)CN(c2cc(C)cc(C)c2)S(=O)(=O)c2c(C)noc2C)cc1 | -1 | 89 | 90 | 4 | 54 | . | -4 | 54 | .
Cc1cc(C)n(-c2nc(O)cc(=O)[nH]2)n1 | 9 | 113 | 105 | 7 | 145 | . | -7 | 145 | .
CCc1nc(SCc2nc3ccccc3[nH]2)c2oc3ccccc3c2n1 | -23 | 40 | 63 | 0 | 142 | -84% | 0 | 142 | -18%
CC(=O)N1CCc2cc(S(=O)(=O)NC3CCCc4ccccc43)ccc21 (configuration not stated) | 0 | 78 | 78 | -10 | 96 | . | 10 | 96 | .
CC(=O)Nc1c(C(=O)N2CCN(c3ncccn3)CC2)cnn1-c1ccccc1Cl | -1 | 91 | 92 | -40 | 152 | . | 40* | 152* | .
Cc1ccc(-c2cc(-c3cccs3)[nH]n2)c(O)c1 | -22 | 64 | 86 | -16 | 193 | -48% | 16 | 193 | -6%
O=C(c1ccccc1)N1CCN(C(=O)c2ccccc2Br)CC1 | 3 | 96 | 93 | -3 | 86 | -2% | 3 | 86 | -3%
O=C(Nc1ccccc1C(=O)N/N=C/c1ccco1)c1ccccc1Cl | . | . | . | -7 | 93 | -44% | 7 | 93 | 3%
Cc1ccc(S(=O)(=O)c2cc(C#N)c(=O)[nH]c2N)cc1 | . | . | . | 1 | 142 | -7% | -1 | 142 | -64%
Cc1ccc(S(=O)(=O)N=Nc2c(O)[nH]c3ccccc23)cc1 | 3 | 99 | 96 | -24 | 74 | 8% | 24 | 74 | 0%
O=C(Nc1ccc(Cl)cn1)c1ccccc1F | -26 | 46 | 72 | -21 | 134 | 8% | 21 | 134 | 3%
COc1ccc(NS(=O)(=O)c2cc(OC)ccc2NC(=O)c2cc(C)oc2C)cc1 | -31 | 21 | 52 | 3 | 119 | -18% | -3 | 119 | -10%
Cc1cccc(NC(=O)N2CCCC2C(=O)NCc2cccs2)c1 (configuration not stated) | -1 | 95 | 97 | 15 | 55 | 8% | -15 | 55 | -6%
CCOC(=O)/C(C#N)=C1/SC(CCO)C(=O)N1c1ccccc1 (configuration not stated) | 3 | 95 | 92 | -3 | 128 | . | 3 | 128 | -7%
O=C(CSc1nnnn1-c1ccccc1)NC(=O)Nc1ccc2c(c1)OCCO2 | -14 | 80 | 94 | 12 | 74 | 19% | -12 | 74 | -3%
Cc1ccc(Oc2ccccc2/C=C2\SC(=O)N(C)C2=O)cc1 | . | . | . | -3 | 112 | 13% | 3 | 112 | -4%
CCn1cc(Br)c(C(=O)Nc2cccc(Cl)c2)n1 | 10 | 83 | 73 | 10 | 79 | 29% | -10 | 79 | -10%
CCOC(=O)N1CCN(C(=O)Cn2c(=O)sc3ccccc32)CC1 | 2 | 84 | 81 | -53 | 151 | -2% | ? | . | -19%
Remaining list, next part
SMILES | MRP reversal | MRP reversal cytotoxicity | MRP reversal with doxorubicin | NFkB transloc inh | NFkB transloc inh cell count 2 µM | PLAP inhibition | IL1B NFkB pot | IL1B NFkB pot cell count 2 µM | Bcl-B TR3 displacers
O=C(Nc1nc2c(s1)C(=O)CCC2)c1ccccc1 | 0 | 91 | 92 | 4 | 221 | 7% | -4 | 221 | 0%
CCN1CCN(CCCNC(=O)Cn2cc3c(n2)CCCC3)CC1 | 3 | 108 | 106 | 11 | 127 | -21% | -11 | 127 | 10%
CC1=C(C)SC(=C(C#N)c2nnc(N3CCOCC3)n2-c2ccccc2)S1 | 1 | 87 | 86 | . | . | -4% | . | . | 5%
COCCOC(=O)C1=C(C)NC2=C(C(=O)CCC2)C1c1ccc2c(c1)OCO2 (configuration not stated) | 17 | 97 | 81 | -14 | 122 | 9% | 14 | 122 | 4%
COc1ccccc1OC(C)C(=O)Nc1nc(-c2ccc(S(=O)(=O)N3CCOCC3)cc2)cs1 (configuration not stated) | 2 | 82 | 80 | . | . | -23% | . | . | -15%
O=c1c2c(-c3ccccc3)csc2nc2n1CCC2 | 9 | 86 | 77 | -4 | 176 | 26% | 4 | 176 | 5%
COc1ccccc1C(=O)Nc1cc2cc(Br)ccc2oc1=O | -17 | 61 | 77 | 8 | 98 | . | -8 | 98 | .
Cc1c(NC(=O)COC(=O)C(c2ccc(Cl)cc2)C(C)C)c(=O)n(-c2ccccc2)n1C (configuration not stated) | . | . | . | -5 | 143 | -70% | 5 | 143 | 5%
CC(=O)c1c(C)[nH]c(C(=O)OCC(=O)NCCc2ccc(Cl)cc2)c1C | 4 | 87 | 83 | -7 | 163 | -63% | 7 | 163 | -6%
Cn1nc(-c2ccc(N3CCOCC3)c(NC(=O)COc3ccccc3)c2)c2ccccc2c1=O | 23 | 49 | 26 | -2 | 164 | . | 2 | 164 | .
CCCS(=O)(=O)N1CCN(C(=O)COc2ccc(OC)cc2)CC1 | -2 | 88 | 90 | -5 | 108 | -20% | 5 | 108 | 7%
O=C1c2ccccc2C(=O)N1c1ccc(Cl)cn1 | 2 | 98 | 96 | 3 | 100 | -9% | -3 | 100 | 0%
Cc1cc(=O)oc(C)c1C(=O)OCC(=O)c1ccc(Cl)c(Cl)c1 | 18 | 89 | 71 | . | . | -1% | . | . | 4%
Cc1cc(Cl)c(S(=O)(=O)N2CCSCC2)cc1OCC(N)=O | 24 | 95 | 71 | -1 | 33 | 10% | 1 | 33 | -8%
CCOCCn1c(SC)nc2c1c(=O)[nH]c(=O)n2C | 19 | 105 | 86 | -16 | 163 | -10% | 16 | 163 | 1%
CS(=O)(=O)N(CC(=O)Nc1ccc(CC#N)cc1)c1ccc(C23CC4CC(CC(C4)C2)C3)cc1 | . | . | . | -20 | 142 | -68% | 20 | 142 | -2%
CC1(C)NC(=O)N(CC(O)COc2ccc(-c3ccc(C#N)cc3)cc2)C1=O (configuration not stated) | 3 | 90 | 87 | 7 | 129 | 19% | -7 | 129 | 0%
Cc1ccccc1S(=O)(=O)Nc1nc2ccccc2nc1NCCO | 6 | 86 | 79 | 0 | 123 | -24% | 0 | 123 | 42%
Cc1ccc(C2N(c3ccc(Cl)c(Cl)c3)C(=O)C3CCCN32)o1 (configuration not stated) | 20 | 103 | 83 | -4 | 140 | 5% | 4 | 140 | -4%
COc1ccc(C2CC(=O)NC3=C2C(=O)CCC3)cc1Cl (configuration not stated) | 13 | 95 | 82 | -21 | 187 | 11% | 21 | 187 | 0%
Nc1ccc(C(=O)OCCCc2nc3ccccc3[nH]2)cc1 | 5 | 91 | 86 | -19 | 132 | 8% | 19 | 132 | -7%
COCCCNC(=O)c1cc2c(=O)n(C)c3ccccc3c2n1C | -12 | 24 | 36 | 5 | 191 | -12% | -5 | 191 | 11%
CCCC(=O)Nc1ccc(NC(=O)CCc2ccccc2)cn1 | 10 | 104 | 94 | -5 | 199 | 10% | 5 | 199 | 0%
O=C(N/N=C/c1ccco1)/C(=C/c1cccc([N+](=O)[O-])c1)NC(=O)c1ccccc1 | . | . | . | 0 | 105 | -64% | 0 | 105 | 9%
COC(=O)C1(CO)NC(c2cccs2)C2C(=O)N(c3ccccc3)C(=O)C21 (configuration not stated) | -5 | 94 | 99 | -14 | 170 | -6% | 14 | 170 | 5%
Going on with the list.
SMILES | MRP reversal | MRP reversal cytotoxicity | MRP reversal with doxorubicin | NFkB transloc inh | NFkB transloc inh cell count 2 µM | PLAP inhibition | IL1B NFkB pot | IL1B NFkB pot cell count 2 µM | Bcl-B TR3 displacers
CC(C)C(=O)Nc1ccccc1N1CCN(C(=O)c2ccccc2)CC1 | 16 | 97 | 82 | -6 | 110 | -39% | 6 | 110 | -11%
COc1ccc(NC(=O)c2cccs2)cc1OC | -9 | 107 | 116 | 0 | 111 | -12% | 0 | 111 | -5%
Cc1ccc(C)c(OCC(=O)N/N=C/c2ccsc2)c1 | . | . | . | 11 | 151 | 7% | -11 | 151 | 2%
COC(=O)c1ccc(C(=O)Nc2ccc(N)cc2N)cc1 | 1 | 2 | 1 | . | . | 14% | . | . | 4%
CCCN1CCC(N2CCN(c3ccccc3OC)CC2)CC1 | 3 | 85 | 82 | . | . | -21% | . | . | 8%
O=[N+]([O-])c1cnccc1Nc1cccc(F)c1 | -1 | 86 | 88 | 3 | 167 | . | -3 | 167 | .
COc1ccccc1N1CCN(S(=O)(=O)c2ccccc2)CC1 | 14 | 96 | 82 | -11 | 150 | 15% | 11 | 150 | 3%
COc1cc2c(cc1OC)C(C)N(C(=O)CCN1C(=O)C3C4C=CC(C4)C3C1=O)CC2 (configuration not stated) | -5 | 86 | 90 | . | . | -16% | . | . | -6%
CC12CCC(C(=O)NCCCN3CCOCC3)(OC1=O)C2(C)C (configuration not stated) | 20 | 106 | 86 | 2 | 128 | 4% | -2 | 128 | 0%

Compound profiles, as listed above.
O=[N+]([O-])c1cnccc1Nc1cccc(F)c1 is listed with MRP reversal = -1; MRP reversal cytotoxicity = 86; MRP reversal with doxorubicin = 88; NFkB transloc inh = 3; NFkB transloc inh cell count 2 µM = 167; PLAP inhibition = .; IL1B NFkB pot = -3; IL1B NFkB pot cell count 2 µM = 167; Bcl-B TR3 displacers = .
COc1ccccc1N1CCN(S(=O)(=O)c2ccccc2)CC1 is listed with MRP reversal = 14; MRP reversal cytotoxicity = 96; MRP reversal with doxorubicin = 82; NFkB transloc inh = -11; NFkB transloc inh cell count 2 µM = 150; PLAP inhibition = 15%; IL1B NFkB pot = 11; IL1B NFkB pot cell count 2 µM = 150; Bcl-B TR3 displacers = 3%

An excerpt of these results, comma-delimited.
canonical_smiles,MRP reversal,MRP reversal cytotoxicity,MRP reversal with doxorubicin,NFkB transloc inh,NFkB transloc inh cell count 2 µM,PLAP inhibition,IL1B NFkB pot,IL1B NFkB pot cell count 2 µM,Bcl-B TR3 displacers
Nc1ccc(C(=O)OCCCc2nc3ccccc3[nH]2)cc1,5,91,86,-19,132,8%,19,132,-7%
COCCCNC(=O)c1cc2c(=O)n(C)c3ccccc3c2n1C,-12,24,36,5,191,-12%,-5,191,11%
CCCC(=O)Nc1ccc(NC(=O)CCc2ccccc2)cn1,10,104,94,-5,199,10%,5,199,0%
O=C(N/N=C/c1ccco1)/C(=C/c1cccc([N+](=O)[O-])c1)NC(=O)c1ccccc1,.,.,.,0,105,-64%,0,105,9%
COC(=O)C1(CO)NC(c2cccs2)C2C(=O)N(c3ccccc3)C(=O)C21 (configuration not stated),-5,94,99,-14,170,-6%,14,170,5%
CC(C)C(=O)Nc1ccccc1N1CCN(C(=O)c2ccccc2)CC1,16,97,82,-6,110,-39%,6,110,-11%
COc1ccc(NC(=O)c2cccs2)cc1OC,-9,107,116,0,111,-12%,0,111,-5%
Cc1ccc(C)c(OCC(=O)N/N=C/c2ccsc2)c1,.,.,.,11,151,7%,-11,151,2%
COC(=O)c1ccc(C(=O)Nc2ccc(N)cc2N)cc1,1,2,1,.,.,14%,.,.,4%
CCCN1CCC(N2CCN(c3ccccc3OC)CC2)CC1,3,85,82,.,.,-21%,.,.,8%
O=[N+]([O-])c1cnccc1Nc1cccc(F)c1,-1,86,88,3,167,.,-3,167,.
